PG9 Ab binder: PG9 antibody binding by small molecule | TR-FRET gp120-PG9 antibody binding | inhibition, % at 6.7 µM | 360,000 compounds, 0.43% hits; in the data active = inhibition above about 8.5%
DAX1 inh-1: inhibitors of human orphan nuclear receptor DAX1 (NR0B1). inhibition, % at 6.75 µM. AID 504766. P51843. 340,000 compounds, 0.99% hits. HEK293 Gal4-DAX1 luciferase reporter, luminescence;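 active = inhibition above the mean over all tested compounds plus 3 SD, cut at about 4.2% in these data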;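 also: 0% = DAX1-transfected cells with DMSO and 100% = empty-vector control cells with DMSO; inhibition shows as a rise in luminescence from relieved DAX1 repression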
Target sequence (P51843 207-470 limits assumed): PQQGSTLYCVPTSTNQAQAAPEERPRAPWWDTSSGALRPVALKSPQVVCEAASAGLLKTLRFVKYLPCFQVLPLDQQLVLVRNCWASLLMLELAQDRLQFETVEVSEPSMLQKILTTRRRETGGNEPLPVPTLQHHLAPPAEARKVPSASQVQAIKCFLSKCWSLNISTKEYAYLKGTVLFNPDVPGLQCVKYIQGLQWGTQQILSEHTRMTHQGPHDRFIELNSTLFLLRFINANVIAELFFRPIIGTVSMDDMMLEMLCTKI
hcDAF-12 act: H. contortus DAF-12 activation, primary screen; HEK293 hcDAF-12 lit1-tk-luc reporter, luminescence; 0% DMSO, 100% Δ7-dafachronic acid; activation, % at 6.8 µM; 370,000 compounds, 1.4% hits;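 active = activation above the mean of all tested compounds plus 3 SD, cut at about 5.5% in these data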;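 also: 100% = response to 3 µM Δ7-dafachronic acid high control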
SMARCA2 activ: activators of SMARCA2 function | activation, % at 9.1 µM | 370,000 compounds, 1% hits | MG213 cells, MMTV-luciferase reporter, dexamethasone, overnight | AID 652017; in the data active = activation above about 7.8%;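 also: 0% = vehicle wells and 100% = reference activator wells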
PLC-beta3 inh: inhibitors of human phospholipase C beta3; Q01970; Purified PLC-beta3, fluorogenic substrate, fluorescence; inhibition, % at 12.2 µM; 370,000 compounds, 0.18% hits; in the data active = inhibition above about 11%;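 also: 0% = median of compound wells on plate and 100% = full blocker control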
sPLA2-III inh: Blocks human group III sPLA2 activity; inhibition, % at 12.2 µM; QFRET BODIPY PC-A2 liposome hydrolysis, fluorescence; 370,000 compounds, 0.56% hits; AID 743126;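 active = inhibition above mean plus 3 SD of compounds lying within the high and low control bounds, cut at about 19% in these data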;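 also: 0% = median of test compound wells and 100% = no enzyme DMSO wells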
Target sequence (Q9NZ20 whole entry, looked up): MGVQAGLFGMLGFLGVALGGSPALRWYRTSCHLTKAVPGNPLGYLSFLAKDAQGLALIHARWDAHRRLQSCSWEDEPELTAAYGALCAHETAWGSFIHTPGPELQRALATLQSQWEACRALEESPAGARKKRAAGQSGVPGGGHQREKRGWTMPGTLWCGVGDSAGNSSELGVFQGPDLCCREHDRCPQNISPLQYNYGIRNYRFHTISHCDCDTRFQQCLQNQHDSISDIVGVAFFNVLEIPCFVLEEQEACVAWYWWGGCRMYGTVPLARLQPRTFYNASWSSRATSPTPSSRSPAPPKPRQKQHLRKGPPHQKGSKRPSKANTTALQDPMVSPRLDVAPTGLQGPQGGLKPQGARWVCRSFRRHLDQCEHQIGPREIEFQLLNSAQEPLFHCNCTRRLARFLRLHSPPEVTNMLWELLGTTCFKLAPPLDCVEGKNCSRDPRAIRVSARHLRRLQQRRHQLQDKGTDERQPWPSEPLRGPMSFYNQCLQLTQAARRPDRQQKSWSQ
GAA850 FXN act: frataxin GAA850 promoter activation | AID 540364 | 360,000 compounds, 0.56% hits | HEK293 lucGAA850 FXN promoter luciferase reporter, 24 h; percent of 10 µM SAHA response | activation, % at 6 µM;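 active = activation above the average of all compounds screened plus 3 SD, cutoff fixed separately per campaign, cut at about 7.5% in these data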;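 also: 0% = DMSO wells and 100% = 10 µM SAHA wells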
Rev-erbA mod: modulators of human Rev-erb alpha DNA binding; P20393; Rev-erbα–FITC-DNA binding, fluorescence polarization, 90 min; activity, % at 10 µM; 370,000 compounds, 0.79% hits;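 active = activity above about 14%, limit read from the data; passing the limit was not always enough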;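 also: 0% = DMSO wells with 35 nM protein and 100% = DMSO wells with 750 nM protein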
DAX1 inh-2: inhibitors of DAX1 repression of SF-1 activated StAR promoter; HEK293T StAR-luciferase reporter, SF-1/DAX-1 repression relief; inhibition, % at 6.8 µM; 370,000 compounds, 1.1% hits; AID 652010;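 active = inhibition above the mean over all tested compounds plus 3 SD, cut at about 3.6% in these data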;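 also: 0% = DAX-1 cells with DMSO and 100% = cells lacking DAX-1 with DMSO; higher inhibition means more luminescence from relief of DAX-1 repression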
hgDAF-12 ag: activates the H. glycines DAF-12 receptor ligand-binding domain | HEK293 GAL4-hgDAF12 UAS-luciferase reporter, agonist luminescence; normalized to butyrate control | activation, % at 6.8 µM | 370,000 compounds, 1.8% hits;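 active = activation above a cutoff set at the mean of all screened compounds plus 3 SD, cut at about 10% in these data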;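 also: 0% = DMSO wells and 100% = sodium butyrate wells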
ssDAF12 agonist: activates DAF-12 receptor from parasite S. stercoralis; activation, % at 6.8 µM; 370,000 compounds, 1% hits; HEK293 ssDAF-12/GRIP1 lit1-tk-luc reporter, luminescence; % of 3 µM dafachronic acid response;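 active = activation above the mean over all tested compounds plus 3 SD, cut at about 0.9% in these data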;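 also: 0% = DMSO-only wells and 100% = 3 µM delta7-dafachronic acid wells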
* marks the source's active call; other numbers are inactive results. An unsorted share of the library; overall some 7% were active at least once.

How did Cc1ccc(C(=O)NCCCNC(=O)COc2ccc(Cl)cc2)cn1 do in these assays?
PG9 Ab binder: 0.4; DAX1 inh-1: -1.9; hcDAF-12 act: -2.4; SMARCA2 activ: -2; PLC-beta3 inh: 3; sPLA2-III inh: 0; GAA850 FXN act: 0.8; Rev-erbA mod: -2; DAX1 inh-2: 0.0; hgDAF-12 ag: -1.4; ssDAF12 agonist: -1.2

What do the screens show for `CC1CCCCC1NC(=O)c1c(O)nc2ccccn2c1=O` (configuration not stated)?
PG9 Ab binder: 1.4; DAX1 inh-1: 0.9; hcDAF-12 act: -1.8; SMARCA2 activ: -2; PLC-beta3 inh: -103; sPLA2-III inh: 9; GAA850 FXN act: 2.1; Rev-erbA mod: 0; DAX1 inh-2: 1.6; hgDAF-12 ag: 1.7; ssDAF12 agonist: -0.8

What do the screens show for `O=c1cnn(Cc2ccc(Cl)c(Cl)c2)c2ccccc12`?
PG9 Ab binder: -0.7; DAX1 inh-1: -1.3; hcDAF-12 act: 0.0; SMARCA2 activ: -4; PLC-beta3 inh: -12; sPLA2-III inh: 4; GAA850 FXN act: 2.1; Rev-erbA mod: 1; DAX1 inh-2: -0.3; hgDAF-12 ag: -0.6; ssDAF12 agonist: -1.3

Results for CN1CCN(c2ccccc2NC(=O)c2cc3ccccc3o2)CC1 ?
PG9 Ab binder: 1.6; DAX1 inh-1: -0.8; hcDAF-12 act: 3.9; SMARCA2 activ: -1; PLC-beta3 inh: -7; sPLA2-III inh: -6; GAA850 FXN act: 3.0; Rev-erbA mod: 5; DAX1 inh-2: -1.2; hgDAF-12 ag: -1.0; ssDAF12 agonist: 0.4

What do the screens show for `CSc1nc2ccc(NC(=O)CS(=O)(=O)c3ccccc3)cc2s1`?
PG9 Ab binder: -1.0; DAX1 inh-1: 2.9; hcDAF-12 act: 0.7; SMARCA2 activ: 3; PLC-beta3 inh: 0; sPLA2-III inh: -22; GAA850 FXN act: 3.6; Rev-erbA mod: -3; DAX1 inh-2: 1.8; hgDAF-12 ag: 11*; ssDAF12 agonist: 0.2

How did NC(=O)CC1(c2ccccc2)CCCCC1 do in these assays?
PG9 Ab binder: -1.3; DAX1 inh-1: 2.0; hcDAF-12 act: 0.8; SMARCA2 activ: -2; PLC-beta3 inh: -1; sPLA2-III inh: 17; GAA850 FXN act: 0.2; Rev-erbA mod: 2; DAX1 inh-2: -0.5; hgDAF-12 ag: 2.4; ssDAF12 agonist: -1.3

What do the screens show for `CCOC(=O)C(Oc1ccc2c(-c3ccccc3)cc(=O)oc2c1)c1ccccc1` (configuration not stated)?
PG9 Ab binder: 1.4; DAX1 inh-1: -0.9; hcDAF-12 act: -1.3; SMARCA2 activ: 0; PLC-beta3 inh: -15; sPLA2-III inh: 0; GAA850 FXN act: 0.0; Rev-erbA mod: 8; DAX1 inh-2: -1.2; hgDAF-12 ag: -1.2; ssDAF12 agonist: -1.9

What do the screens show for `CC(Sc1nnc(-c2cccnc2)o1)C(=O)NC1CCCC1` (configuration not stated)?
PG9 Ab binder: 0.0; DAX1 inh-1: -0.5; hcDAF-12 act: -0.6; SMARCA2 activ: 3; PLC-beta3 inh: -1; sPLA2-III inh: 4; GAA850 FXN act: -0.9; Rev-erbA mod: 1; DAX1 inh-2: 1.0; hgDAF-12 ag: 0.2; ssDAF12 agonist: -0.1

Results for CCC(C(=O)NCc1ccccn1)n1c2ccccc2c2nc(=O)cc(C)n21 (configuration not stated) ?
PG9 Ab binder: -0.6; DAX1 inh-1: 0.0; hcDAF-12 act: 2.0; SMARCA2 activ: -5; PLC-beta3 inh: -8; sPLA2-III inh: 3; GAA850 FXN act: -1.1; Rev-erbA mod: 3; DAX1 inh-2: 0.1; hgDAF-12 ag: 0.2; ssDAF12 agonist: -0.9

How did CC(C)C[C@H]1COc2cccc(N3CCCC3)c2S(=O)(=O)N1 do in these assays?
PG9 Ab binder: -0.3; hcDAF-12 act: 1.3; SMARCA2 activ: 0; PLC-beta3 inh: -5; sPLA2-III inh: 6; Rev-erbA mod: 3; DAX1 inh-2: 0.2; hgDAF-12 ag: -1.8; ssDAF12 agonist: -1.1

What do the screens show for `O=C(CCCNC(=O)/C(=C/c1ccccc1F)NC(=O)c1ccccc1)OCc1ccccc1`?
PG9 Ab binder: 1.1; DAX1 inh-1: -0.5; hcDAF-12 act: -1.5; SMARCA2 activ: 0; PLC-beta3 inh: -34; sPLA2-III inh: -10; GAA850 FXN act: 0.2; Rev-erbA mod: -2; DAX1 inh-2: -0.7; hgDAF-12 ag: -0.8; ssDAF12 agonist: -1.1

Results for Cc1ccc([C@H]2C(C(=O)O)=CCN2S(=O)(=O)c2ccc(C)cc2)cc1 ?
PG9 Ab binder: -0.3; hcDAF-12 act: 0.0; SMARCA2 activ: -5; PLC-beta3 inh: -8; sPLA2-III inh: 13; Rev-erbA mod: 5; DAX1 inh-2: 1.9; hgDAF-12 ag: -3.5; ssDAF12 agonist: -1.3

The list goes on (2 carried over from the part before).
What do the screens show for `O=C(CCCNC(=O)/C(=C/c1ccccc1F)NC(=O)c1ccccc1)OCc1ccccc1`?
PG9 Ab binder: 1.1; DAX1 inh-1: -0.5; hcDAF-12 act: -1.5; SMARCA2 activ: 0; PLC-beta3 inh: -34; sPLA2-III inh: -10; GAA850 FXN act: 0.2; Rev-erbA mod: -2; DAX1 inh-2: -0.7; hgDAF-12 ag: -0.8; ssDAF12 agonist: -1.1

Results for Cc1ccc([C@H]2C(C(=O)O)=CCN2S(=O)(=O)c2ccc(C)cc2)cc1 ?
PG9 Ab binder: -0.3; hcDAF-12 act: 0.0; SMARCA2 activ: -5; PLC-beta3 inh: -8; sPLA2-III inh: 13; Rev-erbA mod: 5; DAX1 inh-2: 1.9; hgDAF-12 ag: -3.5; ssDAF12 agonist: -1.3

Results for COc1ccc2nc(SCC(=O)Nc3cc(OC)c(OC)cc3C(=O)O)c(C)cc2c1 ?
PG9 Ab binder: 0.0; DAX1 inh-1: 1.4; hcDAF-12 act: 0.1; SMARCA2 activ: -2; PLC-beta3 inh: -33; sPLA2-III inh: -5; GAA850 FXN act: 1.6; Rev-erbA mod: 2; DAX1 inh-2: 1.4; hgDAF-12 ag: -3.3; ssDAF12 agonist: -0.4

Results for Cc1ccc(S(=O)(=O)Nc2ccccc2N2CCCCC2)cc1 ?
PG9 Ab binder: -2.4; DAX1 inh-1: 0.0; hcDAF-12 act: -1.9; SMARCA2 activ: 0; PLC-beta3 inh: -6; sPLA2-III inh: 2; GAA850 FXN act: -2.9; Rev-erbA mod: 6; DAX1 inh-2: -1.0; hgDAF-12 ag: 1.2; ssDAF12 agonist: -1.5

Results for COc1cc(OC)c(C(=O)Oc2ccc3c(c2)OCO3)cc1OC ?
PG9 Ab binder: 0.5; DAX1 inh-1: 0.6; hcDAF-12 act: -1.2; SMARCA2 activ: -3; PLC-beta3 inh: 4; sPLA2-III inh: 2; GAA850 FXN act: 2.8; Rev-erbA mod: 3; DAX1 inh-2: 0.1; hgDAF-12 ag: -1.1; ssDAF12 agonist: -1.2

Results for CC(C)=CC(O)C/C(C)=C/COc1ccc2ccc(=O)oc2c1 (configuration not stated) ?
PG9 Ab binder: 0.2; DAX1 inh-1: -7.4; hcDAF-12 act: 0.2; SMARCA2 activ: 1; PLC-beta3 inh: -325; sPLA2-III inh: -12; GAA850 FXN act: -5.7; Rev-erbA mod: 4; DAX1 inh-2: -2.2; hgDAF-12 ag: 4.8; ssDAF12 agonist: -1.7

Results for COc1cccc(OC)c1C(=O)Nc1ccc2c(c1)N(S(=O)(=O)c1cccs1)CCC2 ?
PG9 Ab binder: 0.5; DAX1 inh-1: -0.2; hcDAF-12 act: -1.2; SMARCA2 activ: 0; PLC-beta3 inh: -8; sPLA2-III inh: 7; GAA850 FXN act: 1.0; Rev-erbA mod: -6; DAX1 inh-2: -1.6; hgDAF-12 ag: 1.5; ssDAF12 agonist: -1.8

How did COc1ccc(/C=N/NC(=O)CCc2n[nH]c(=O)[nH]c2=O)cc1OC do in these assays?
PG9 Ab binder: 1.0; DAX1 inh-1: -0.5; hcDAF-12 act: -2.1; SMARCA2 activ: -4; PLC-beta3 inh: 3; sPLA2-III inh: 18; GAA850 FXN act: 2.8; Rev-erbA mod: 0; DAX1 inh-2: -0.4; hgDAF-12 ag: -5.6; ssDAF12 agonist: -1.2

How did O=C(COC(=O)c1cnccn1)Nc1ccc2c(c1)OCO2 do in these assays?
PG9 Ab binder: 0.3; DAX1 inh-1: 1.9; hcDAF-12 act: 0.2; SMARCA2 activ: 2; PLC-beta3 inh: 1; sPLA2-III inh: 0; GAA850 FXN act: -1.0; Rev-erbA mod: 3; DAX1 inh-2: -0.2; hgDAF-12 ag: 1.5; ssDAF12 agonist: -1.0

What do the screens show for `COc1cccc(NC(=O)COC(=O)CC2CC3CCC2C3)c1` (configuration not stated)?
PG9 Ab binder: -1.4; DAX1 inh-1: -0.4; hcDAF-12 act: -0.1; SMARCA2 activ: 1; PLC-beta3 inh: -13; sPLA2-III inh: -12; GAA850 FXN act: 0.6; Rev-erbA mod: 4; DAX1 inh-2: 1.0; hgDAF-12 ag: 3.1; ssDAF12 agonist: -1.0

What do the screens show for `CC(=O)N(C)C[C@H]1Oc2cc(Br)ccc2S(=O)(=O)N([C@H](C)CO)C[C@@H]1C`?
PG9 Ab binder: 1.2; DAX1 inh-1: 2.7; hcDAF-12 act: 1.0; SMARCA2 activ: -4; PLC-beta3 inh: 0; sPLA2-III inh: 16; GAA850 FXN act: 0.1; Rev-erbA mod: -1; DAX1 inh-2: -1.6; hgDAF-12 ag: -3.8; ssDAF12 agonist: -1.2

Results for CCN(CC)S(=O)(=O)c1ccc(OC)c(NC(=O)c2cccc(C)c2[N+](=O)[O-])c1 ?
PG9 Ab binder: 4.9; DAX1 inh-1: -1.0; hcDAF-12 act: -1.4; SMARCA2 activ: -1; PLC-beta3 inh: -3; sPLA2-III inh: -6; GAA850 FXN act: 1.3; Rev-erbA mod: -2; DAX1 inh-2: -0.1; hgDAF-12 ag: -4.8; ssDAF12 agonist: -1.9

Results for COc1ccc(C2=Nn3c(nnc3-c3ccccc3OC)SC2)cc1OC1CCOC1 (configuration not stated) ?
PG9 Ab binder: 0.1; DAX1 inh-1: -2.3; hcDAF-12 act: -3.9; SMARCA2 activ: 8; PLC-beta3 inh: 1; sPLA2-III inh: 6; GAA850 FXN act: -2.2; Rev-erbA mod: -4; DAX1 inh-2: 1.2; hgDAF-12 ag: -4.0; ssDAF12 agonist: -1.4

What do the screens show for `O=C(Nc1cccc(F)c1)O[C@@H]1CC[C@@]23CCCN2C(=O)CCC[C@H]3C1`?
hcDAF-12 act: -0.8; PLC-beta3 inh: 0; sPLA2-III inh: -3; Rev-erbA mod: -4; hgDAF-12 ag: 0.1; ssDAF12 agonist: -1.7

How did CCCN1C(=O)c2ccc(C(=O)Nc3ccccc3C(=O)O)cc2C1=O do in these assays?
PG9 Ab binder: -0.3; DAX1 inh-1: 0.6; hcDAF-12 act: 2.1; SMARCA2 activ: 0; PLC-beta3 inh: -6; sPLA2-III inh: -8; GAA850 FXN act: -0.2; Rev-erbA mod: 4; DAX1 inh-2: 0.4; hgDAF-12 ag: 4.9; ssDAF12 agonist: -1.8
